High-throughput results (PubChem)
P. falciparum M17LAP – P. falciparum M17LAP inhibitors, primary screen, biochemical, fluorogenic H-Leu-NHMec substrate, 1536-well (AID 1619) | Leucine aminopeptidase (Plasmodium falciparum (isolate 3D7)) | recombinant M17LAP, H-Leu-NHMec fluorogenic kinetic assay; higher % means a stronger effect | one-dose inhibition, % at 30 µM; IC50 in µM for titrated hits | hit rate 0.38% among 220,000;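 active = compound inhibiting the enzyme by more than half at any dose during confirmatory dose-response retesting; inconclusive = strong single-dose inhibitors picked by rank but not retested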;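 note: plate controls were full reaction with DMSO carrier for no effect and no enzyme background for full effect; strong numbers were not always called active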
Autophagy HCS – autophagy modulators in MEF cells, primary screen, imaging, high-content, MEF GFP-LC3 | MEF GFP-LC3 puncta imaging; test concentration mostly 10 µM | calls only at 10 µM (by protocol) | hit rate 0.98% among 190,000 | AID 463193, 2010;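 active = percentage of spot-positive cells more than 3 SD above its plate mean, without a fluorescence outlier flag or 80% toxicity; inconclusive = no clear call, values can overlap the other calls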;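 note: spot-positive cell cutoff set from DMSO-treated cells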
P. falciparum M1AAP – P. falciparum M1AAP inhibitors, biochemical, fluorogenic H-Leu-NHMec substrate, 1536-well (AID 1445); Aminopeptidase N (Plasmodium falciparum (isolate 3D7)); recombinant M1AAP, H-Leu-NHMec fluorogenic kinetic assay; higher % means a stronger effect; one-dose inhibition, % at 30 µM; IC50 in µM for titrated hits; hit rate 0.42% among 220,000;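 active = primary inhibition above the hit cutoff, then over 50% inhibition at one or more dose response concentrations, cut at about 23% in these data, passing the limit was not always enough; inconclusive = conflicting primary data, or primary hits not chosen for dose response; inactive = low primary inhibition, or under 50% at every dose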;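 note: plate controls were DMSO full reaction for no effect and no enzyme background for full effect; strong numbers were not always called active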
b-catenin transl – modulators of beta-catenin nuclear translocation, primary screen, imaging, HeLa cells, immunofluorescence, high-content | nuclear translocation activity, % at 5 µM | hit rate 0.3% among 190,000;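 active = nuclear translocation activity above 50% at 5 µM, with a well cell count of 50 or more; inconclusive = wells under 50 cells across six images, flagged as toxic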;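 note: per-cell ratio of nuclear to cytoplasmic median beta-catenin stain intensity; plate controls were DMSO negative control for no effect and GSK-3 inhibitor IX positive control for full effect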
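Test system: human HeLa cells, endogenous beta-catenin. Times: 24 h compound exposure, 37°C. Measured by: beta-catenin immunofluorescence imaging with DAPI.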
WT yeast gro inh – growth inhibition of WT strain, primary screen, mitochondrial fusion inhibitor project, WT and mutant strains, chemical genetic. mitochondrial fusion phenotypic screen. inhibition, % at 10 µM. hit rate 2.1% among 190,000; in the data active = inhibition above about 58%; tested in S. cerevisiae
Dynein cargo inh – inhibitors of GR-EGFP nuclear translocation, primary screen, dynein cargo transport inhibitor project, imaging, high-content, 3617.4 mouse cells | hit rate 0.47% among 220,000 | test concentration mostly 20 µM; stimulated with dexamethasone, 1 µM; stronger effect = lower value | z-score, hits read low;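 active = plate z-score of nuclear minus cytoplasmic receptor signal below a set negative limit, without overly bright fluorescence or cell loss, cut at about -3.5 in these data, passing the limit was not always enough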;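 note: z-score of nuclear minus cytoplasmic ring GR-EGFP intensity difference per well; some compounds called inactive have numbers as strong as hits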
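Buffer or medium: tet-free, stripped-serum medium; Also added: dexamethasone, 1.0 µM final; Technique: high-content fluorescence imaging after fixation; Times: 48 h induction, 1 h compound, 30 min dex at 37 °C; Read-out: per-cell GR-EGFP intensity, nucleus versus surrounding cytoplasmic ring, well-averaged.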
T cell modulator – modulators of CD8 T cell-vesicle binding, primary screen, mouse 2C CD8+ T cells, flow cytometry | hit rate 0.068% among 330,000 | 2C CD8+ T cell-vesicle binding; stronger effect = lower value | calls only at 7 µM;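 active = response, share of CD8 T cells binding vesicles, and their 90th percentile fluorescence all below set limits, cut at about 80% in these data, passing the limit was not always enough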
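Incubation: binding step 1.5 h, 37 °C, antibody labelling 20 min, ice; system: murine 2C transgenic CD8+ T lymphocytes; technique: cytometric PE anti-B7-1 and Alexa647 anti-CD8 signals after 1% paraformaldehyde fixation; also added: QL9-charged Drosophila Ld/ICAM-1/B7-1 vesicles; control set: naked versus QL9-loaded vesicles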
MT stabilizer – microtubule stabilizers in HeLa cells, primary screen, imaging, high-content imaging. AID 2205, 2009. % tubulin-high responders, % at 10 µM. hit rate 0.83% among 200,000. HeLa tubulin immunostaining HCS, 24 h; share of cells brighter than vehicle mean+2SD;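 active = plate Z-score above 3 for both tubulin-high and condensed-nucleus cell shares, with cell loss under 80%, at 10 µM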;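 note: anti alpha tubulin signal scored within the nucleus-defined area of each cell; some results filed as inactive read as strong as hits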
Yfh1-off respiration – enhancers of respiration in Yfh1-depleted yeast, dose response, Friedreich's ataxia, plus single-dose screen (AID 1465); S. cerevisiae Yfh1-off respiration, WST-1 reduction, 72 h; higher fold induction means a stronger effect; fold induction at 50 µM; hits with a dose series show EC50 in µM; hit rate 0.074% among 220,000;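 active = fold induction of absorbance versus untreated yeast above a set limit, then at least 30% activation at any dose in follow-up; inconclusive = repeats straddling the limit, or above it without dose testing; inactive = fold induction below the set limit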;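 note: activators that raise dye reduction in frataxin-depleted yeast; strong numbers were not always called active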
WT yeast gro inh mutant strain – further read-out of WT yeast gro inh, marked with its call; inhibition, %; mitochondrial fusion phenotypic screen, mutant strain inhibition
Dynein cargo inh cytoplasmic EGFP – recorded beside Dynein cargo inh, whose call it bears; z-score; measured here: cytoplasmic GR-EGFP intensity; stronger effect = higher value
Dynein cargo inh nuclear GR-EGFP – second read-out of Dynein cargo inh, no call of its own (marks repeat the call); z-score; measured here: nuclear GR-EGFP intensity;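 lower value marks the stronger effect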
Dynein cargo inh cell count – second read-out of Dynein cargo inh, no call of its own (marks repeat the call); z-score; measured here: cell count per field
b-catenin transl cell count 5 µM – also measured in b-catenin transl; calls as there; cell count; measured here: cell count, cytotoxicity flag
T cell modulator vesicle-bound % – also measured in T cell modulator; calls as there; double positive events, %; measured here: CD8+ vesicle-bound cell fraction;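 binding gate set so that unloaded-vesicle control wells show 10% double positive cells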
MT stabilizer Hoechst-high % – recorded beside MT stabilizer, whose call it bears; % Hoechst-high responders; measured here: nuclear condensation Hoechst responders;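 share of cells brighter than vehicle mean plus two SD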
MT stabilizer cytotoxicity % – second read-out of MT stabilizer, no call of its own (marks repeat the call); toxicity, %; measured here: cytotoxicity by cell density;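 0% = mean cell density of plate MIN control wells and 100% = no cells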
Autophagy HCS cell loss 18 h – second read-out of Autophagy HCS, no call of its own (marks repeat the call); toxicity, %; measured here: cell loss, nuclei count;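 cell loss after 18 h compound exposure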
An asterisk follows results filed as active; i = inactive; u = inconclusive; x = no result given; + = active, no number.

SMILES | P. falciparum M17LAP | Autophagy HCS | Autophagy HCS cell loss 18 h | P. falciparum M1AAP | b-catenin transl | b-catenin transl cell count 5 µM | WT yeast gro inh | WT yeast gro inh mutant strain | Dynein cargo inh | Dynein cargo inh cytoplasmic EGFP | Dynein cargo inh nuclear GR-EGFP | Dynein cargo inh cell count | T cell modulator | T cell modulator vesicle-bound % | MT stabilizer | MT stabilizer Hoechst-high % | MT stabilizer cytotoxicity % | Yfh1-off respiration
O=C1C2ON(c3ccc(Cl)cc3)C(c3ccco3)C2C(=O)N1c1ccccc1 (stereo unspecified) | -6% | i | -1 | 5% | x | x | -4 | -18 | -0.7 | -0.27 | -0.74 | -0.099 | i | 15 | 2.5 | 2.2 | 5.0 | i
CCC(C)NC(=O)CNC(=S)N(Cc1ccc(F)cc1)C1CCCCC1 (stereo unspecified) | 7% | i | 0 | 2% | -1.6 | 1059 | 6 | 2 | 0.37 | -0.18 | -0.15 | 0.36 | i | 29 | 2.2 | 2.6 | 3.3 | i
CCCN1C2CCCC1CC(NC(=S)NCCCOCC)C2 (stereo unspecified) | 2% | i | 16 | -10% | -0.9 | 1039 | -14 | -13 | -0.17 | -0.28 | 0.11 | 1.2 | i | 3 | 1.2 | 1.3 | 9.1 | i
NC(=O)CC12CC3CC(C1)CC(CC(N)=O)(C3)C2 | -5% | i | -9 | -2% | -2.6 | 1201 | 1 | 2 | 1.7 | -0.37 | 1.4 | -0.76 | i | 9 | 3.0 | 1.5 | 3.3 | i
COc1cc(C2CC(=O)c3cnc(N)nc3C2)cc(OC)c1OC (stereo unspecified) | -5% | i | -13 | 0% | -4.7 | 1151 | -8 | 10 | -0.19 | -0.057 | 0.27 | 0.31 | i | 54 | 2.3 | 1.6 | 6.2 | i
COc1ccc(/C=N/Nc2nc(=O)[nH]nc2C)cc1OC | 6% | x | x | 14% | 0.2 | 1345 | x | x | 0.81 | -0.25 | 0.4 | -0.38 | i | 31 | x | x | x | i
CCOC(=O)N1CCN(CC(=O)Nc2c(C(=O)OC)[nH]c3ccc(Cl)cc23)CC1 | -1% | i | -14 | 3% | x | x | -5 | 17 | 0.7 | -0.21 | 0.34 | -0.044 | i | 57 | 2.5 | 2.4 | 12 | x
O=C(Nc1ccc2c(c1)OCO2)C(c1ccccc1)N1CCN(C(=O)c2ccco2)CC1 (stereo unspecified) | -2% | i | -9 | 0% | 1.0 | 926 | 2 | 6 | -1.1 | -0.19 | -0.23 | 0.84 | i | 29 | 2.7 | 3.0 | 5.5 | i
c1ccc(Nc2nc(-c3ccncc3)cs2)cc1 | 8% | i | -9 | -1% | 0.3 | 930 | 11 | -13 | 0.92 | 0.0036 | 0.39 | -0.34 | i | 32 | 6.4 | 2.6 | 7.1 | i
COC(=O)C(CCSC)NC(=O)C12CC3CC(CC(C3)C1)C2 (stereo unspecified) | 7% | i | -6 | 1% | x | x | -17 | -23 | -0.52 | -0.15 | -0.0041 | 0.27 | i | 54 | 2.1 | 2.0 | 6.0 | i
O=C(CCN1C(=O)C2CCCCC2C1=O)Nc1ccc(F)c(F)c1F (stereo unspecified) | -3% | + | -3.4* | -3% | -3.3 | 1061 | 13 | 8 | 0.55 | -0.31 | 0.69 | 0.03 | i | 44 | 2.9 | 2.5 | 0.7 | i
O=c1c2ccccc2nc2n1CCS2 | 11% | i | 8 | 10% | -3.2 | 1165 | -10 | 0 | 0.044 | -0.21 | 0.32 | 0.69 | i | 51 | 3.9 | 3.2 | 2.2 | i

Individual results from above.
CCCN1C2CCCC1CC(NC(=S)NCCCOCC)C2 (stereo unspecified) in b-catenin transl cell count 5 µM is entered as 1039
O=C1C2ON(c3ccc(Cl)cc3)C(c3ccco3)C2C(=O)N1c1ccccc1 (stereo unspecified) in Autophagy HCS cell loss 18 h is entered as -1

(further entries)
SMILES | P. falciparum M17LAP | Autophagy HCS | Autophagy HCS cell loss 18 h | P. falciparum M1AAP | b-catenin transl | b-catenin transl cell count 5 µM | WT yeast gro inh | WT yeast gro inh mutant strain | Dynein cargo inh | Dynein cargo inh cytoplasmic EGFP | Dynein cargo inh nuclear GR-EGFP | Dynein cargo inh cell count | T cell modulator | T cell modulator vesicle-bound % | MT stabilizer | MT stabilizer Hoechst-high % | MT stabilizer cytotoxicity % | Yfh1-off respiration
COc1ccc2c(c1)c(C(O)CN1CCC3(CC1)OCCO3)c(C)n2C (stereo unspecified) | -1% | i | -9 | 3% | -2.4 | 1165 | -7 | 1 | -0.43 | -0.2 | -0.18 | 0.42 | x | x | 1.9 | 1.9 | 8.1 | i
CCCCOC(=O)c1cc(-c2ccc(/C=N/n3cnnc3)o2)ccc1Cl | x | i | -1 | x | x | x | x | x | 0.33 | -0.23 | 0.41 | -1.1 | i | 31 | 1.2 | 1.4 | 4.7 | i
Cc1ccc(-c2[nH]c(-c3ccc(Cl)cc3)nc2SCC(=O)NCC2CCCO2)cc1 (stereo unspecified) | -3% | i | 16 | 0% | 3.4 | 493 | 22 | -8 | 0.05 | -0.13 | 0.98 | -0.48 | i | 17 | 2.8 | 2.4 | 6.0 | i
c1ccc(Cn2c(SCc3nc4ccccc4s3)nnc2-c2ccco2)cc1 | 33% | i | -2 | u | -1.0 | 1083 | 11 | -22 | 0.45 | 0.46 | 0.53 | -0.13 | i | 27 | 4.4 | 1.1 | 4.2 | i
Cc1ccc(CN2CCN(Cc3ccccc3)C(CCO)C2)s1 (stereo unspecified) | 5% | i | -4 | 2% | -1.0 | 1011 | -2 | -17 | 0.04 | -0.11 | 0.087 | -1 | i | 52 | 1.9 | 2.5 | 7.1 | i
COC(=O)CSc1nnc(CNC(=O)c2cc(OC)cc(OC)c2)n1-c1ccc(F)cc1 | 3% | i | 7 | 5% | 1.0 | 1134 | 5 | -9 | 1.6 | 0.03 | 1 | -2.3 | i | 31 | 1.8 | 1.3 | 3.3 | i
Cc1c(C)n(CC(O)CN2CCCCC2)c2ccccc12 (stereo unspecified) | 3% | i | 0 | 0% | -0.1 | 1373 | -16 | -1 | -0.52 | -0.22 | -0.99 | 0.13 | i | 26 | 2.2 | 1.3 | 2.1 | i
O=C(CSc1n[nH]c(-c2ccccc2Br)n1)NCCN1C(=O)CSC1=O | 1% | i | -2 | 7% | -2.2 | 1171 | 8 | 9 | 0.29 | -0.21 | 0.45 | -0.62 | i | 50 | 4.7 | 2.7 | 6.0 | i
O=S(=O)(Nc1cccc(CCc2ccccn2)c1)c1ccc(Cl)cc1 | -3% | x | x | 5% | 0.1 | 1284 | x | x | 0.14 | -0.26 | 0.08 | 0.37 | i | 38 | x | x | x | i
CC(=O)Oc1cccc(-c2nc3ccccc3c(=O)o2)c1 | x | i | -12 | x | 0.8 | 902 | 1 | -5 | -0.53 | -0.19 | 0.035 | 0.089 | i | 23 | 3.7 | 1.2 | 9.4 | i
CC1(C)C=Cc2c(c3ccccc3[nH]c2=O)O1 | 5% | i | -3 | 5% | -1.6 | 843 | 3 | -4 | -0.61 | -0.21 | -0.006 | 0.038 | i | 48 | 4.8 | 2.8 | 6.0 | i
O=C(CN(Cc1ccccc1)S(=O)(=O)c1ccc(S(=O)(=O)N2CCOCC2)cc1)Nc1ccccc1 | 4% | i | -6 | 0% | -0.2 | 913 | -3 | 1 | -0.38 | 0.21 | -0.16 | 0.19 | i | 20 | 4.2 | 2.0 | 8.7 | i
N#CC12C(N)=NC3(OCCO3)C1(C#N)C1=C(CCC1)NC2c1ccccc1 (stereo unspecified) | -4% | i | -8 | 9% | 1.8 | 1162 | -4 | -8 | -0.38 | -0.17 | -0.34 | 0.39 | i | 31 | 3.6 | 0.9 | 6.6 | i
COc1ccc(C(=O)NCC(=O)N=Nc2c(O)n(Cc3ccccc3)c3ccccc23)cc1OC | -3% | i | 11 | 8% | 1.8 | 1107 | 1 | -11 | -1.6 | 0.94 | -0.8 | 0.18 | i | 29 | 5.9 | 2.2 | 7.9 | i
COc1cc(SC)ccc1C(=O)Nc1ccc(S(=O)(=O)N2CCCC2)cc1 | 9% | i | 5 | 1% | 0.5 | 1195 | 3 | -1 | 1.2 | -0.09 | 1.4 | -1.7 | i | 9 | 5.1 | 1.7 | 4.7 | i
COc1cc(OC)cc(-c2n[nH]c(=S)n2-c2ccc3c(c2)OCO3)c1 | -15% | i | -9 | -7% | -1.1 | 943 | 9 | -12 | 0.72 | -0.28 | 0.3 | -1 | i | 48 | 3.5 | 0.8 | 1.3 | i
Cc1cc(C)c(NN=c2c(=O)c3ccccc3c2=O)c(C)c1 | 5% | i | -9 | 6% | -0.1 | 1028 | -1 | -3 | 0.12 | -0.28 | 0.5 | 1.4 | i | 9 | 2.1 | 1.1 | 4.9 | x
